Screens from PubChem BioAssay.
ADAM10 inh – inhibits human ADAM10; recombinant ADAM10, EDANS/DABCYL FRET peptide cleavage, 3 h; inhibition, % at 7 µM; hit rate 0.62% among 370,000; AID 720582;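 active means inhibition above a per-campaign cutoff equal to the mean of compounds falling between control-based bounds plus 3 SD, cut at about 20% in these data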;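 further: 0% = DMSO wells while the 100% control is not disclosed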
GC-A act – GC-A (human) enzyme activation | P16066 | activation, % at 10 µM | HEK293 GC-A cells, cGMP TR-FRET, EC30 ANP; 0% at EC30 ANP, 100% saturating ANP | hit rate 0.14% among 370,000; in the data active means activation above about 40%
HGIII-sPLA2 inh – Inhibits HGIII-sPLA2 liposome hydrolysis, primary screen; Q9NZ20; hit rate 0.56% among 370,000; QFRET BODIPY PC-A2 liposome hydrolysis, fluorescence; inhibition, % at 12.2 µM;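 active means inhibition above mean plus 3 SD of compounds lying within the high and low control bounds, cut at about 19% in these data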;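 further: 0% = median of test compound wells and 100% = no enzyme DMSO wells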
SMARCA2 act – SMARCA2 function activation, primary screen. MG213 cells, MMTV-luciferase reporter, dexamethasone, overnight. activation, % at 9.1 µM. hit rate 1% among 370,000; in the data active means activation above about 7.8%;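 further: 0% = vehicle wells and 100% = reference activator wells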
GC-B act – GC-B (human) receptor activation. P20594. HEK293-GC-B cells, CNP EC30, cGMP TR-FRET; 0% at EC30 CNP, 100% saturating CNP. activation, % at 10 µM. hit rate 0.11% among 370,000. AID 1920062;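 active means activation at 10 µM reaching about 35% in either raw or pattern-adjusted values, limit read from the data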
Target sequence (P20594 whole entry, looked up): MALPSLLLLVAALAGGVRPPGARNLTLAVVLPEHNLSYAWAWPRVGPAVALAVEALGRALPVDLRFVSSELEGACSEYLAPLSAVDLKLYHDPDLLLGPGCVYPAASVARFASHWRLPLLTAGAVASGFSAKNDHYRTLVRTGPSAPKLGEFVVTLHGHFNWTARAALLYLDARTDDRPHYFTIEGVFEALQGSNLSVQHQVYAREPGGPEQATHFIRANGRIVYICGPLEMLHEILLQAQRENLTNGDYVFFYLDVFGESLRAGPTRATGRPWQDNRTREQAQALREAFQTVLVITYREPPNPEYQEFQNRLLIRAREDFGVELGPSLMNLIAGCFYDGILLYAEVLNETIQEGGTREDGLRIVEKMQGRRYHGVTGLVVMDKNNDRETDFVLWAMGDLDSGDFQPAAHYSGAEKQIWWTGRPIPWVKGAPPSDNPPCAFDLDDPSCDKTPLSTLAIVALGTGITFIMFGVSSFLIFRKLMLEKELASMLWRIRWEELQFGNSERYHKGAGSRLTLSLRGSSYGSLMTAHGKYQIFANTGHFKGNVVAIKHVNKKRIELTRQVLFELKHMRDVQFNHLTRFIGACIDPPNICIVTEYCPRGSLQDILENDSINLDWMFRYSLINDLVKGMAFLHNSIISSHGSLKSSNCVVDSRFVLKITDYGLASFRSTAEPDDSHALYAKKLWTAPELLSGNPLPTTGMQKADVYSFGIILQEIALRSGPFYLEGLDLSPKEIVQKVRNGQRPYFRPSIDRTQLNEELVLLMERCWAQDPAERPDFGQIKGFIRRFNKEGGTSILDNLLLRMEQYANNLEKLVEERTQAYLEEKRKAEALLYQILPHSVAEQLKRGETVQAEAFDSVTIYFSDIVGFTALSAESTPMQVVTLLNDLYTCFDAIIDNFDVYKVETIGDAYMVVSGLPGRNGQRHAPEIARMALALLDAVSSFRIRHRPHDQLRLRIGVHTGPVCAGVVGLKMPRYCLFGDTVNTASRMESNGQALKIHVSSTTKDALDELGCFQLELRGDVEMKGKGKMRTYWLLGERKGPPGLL
DAX1 inh-1 – inhibitors of human orphan nuclear receptor DAX1 (NR0B1). hit rate 0.99% among 340,000. AID 504766. HEK293 Gal4-DAX1 luciferase reporter, luminescence. P51843. inhibition, % at 6.75 µM;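 active means inhibition above the mean over all tested compounds plus 3 SD, cut at about 4.2% in these data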;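 further: 0% = DAX1-transfected cells with DMSO and 100% = empty-vector control cells with DMSO; inhibition shows as a rise in luminescence from relieved DAX1 repression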
hcDAF12 agonist – activators of H. contortus DAF-12 nuclear receptor. activation, % at 6.8 µM. HEK293 hcDAF-12 lit1-tk-luc reporter, luminescence; 0% DMSO, 100% Δ7-dafachronic acid. hit rate 1.4% among 370,000. AID 652067;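 active means activation above the mean of all tested compounds plus 3 SD, cut at about 5.5% in these data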;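 further: 100% = response to 3 µM Δ7-dafachronic acid high control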
hgDAF-12 ag – activates the H. glycines DAF-12 receptor ligand-binding domain. HEK293 GAL4-hgDAF12 UAS-luciferase reporter, agonist luminescence; normalized to butyrate control. activation, % at 6.8 µM. hit rate 1.8% among 370,000;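 active means activation above a cutoff set at the mean of all screened compounds plus 3 SD, cut at about 10% in these data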;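 further: 0% = DMSO wells and 100% = sodium butyrate wells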
DAX1 inh-2 – inhibitors of DAX1 repression of SF-1 activated StAR promoter; AID 652010; inhibition, % at 6.8 µM; hit rate 1.1% among 370,000; HEK293T StAR-luciferase reporter, SF-1/DAX-1 repression relief;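 active means inhibition above the mean over all tested compounds plus 3 SD, cut at about 3.6% in these data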;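 further: 0% = DAX-1 cells with DMSO and 100% = cells lacking DAX-1 with DMSO; higher inhibition means more luminescence from relief of DAX-1 repression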
ssDAF12 agonist – activators of S. stercoralis DAF-12 nuclear receptor. AID 652126. HEK293 ssDAF-12/GRIP1 lit1-tk-luc reporter, luminescence; % of 3 µM dafachronic acid response. activation, % at 6.8 µM. hit rate 1% among 370,000;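 active means activation above the mean over all tested compounds plus 3 SD, cut at about 0.9% in these data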;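 further: 0% = DMSO-only wells and 100% = 3 µM delta7-dafachronic acid wells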
FXN GAA850 act – activators of GAA850 frataxin (FXN) promoter. HEK293 lucGAA850 FXN promoter luciferase reporter, 24 h; percent of 10 µM SAHA response. activation, % at 6 µM. hit rate 0.56% among 360,000;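 active means activation above the average of all compounds screened plus 3 SD, cutoff fixed separately per campaign, cut at about 7.5% in these data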;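 further: 0% = DMSO wells and 100% = 10 µM SAHA wells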
Starred values were filed as active, the others as inactive; i = inactive; nt = not tested or not shown.

Start of the listing, in advance, 3 compounds:
SMILES	ADAM10 inh	GC-A act	HGIII-sPLA2 inh	SMARCA2 act	GC-B act	DAX1 inh-1	hcDAF12 agonist	hgDAF-12 ag	DAX1 inh-2	ssDAF12 agonist	FXN GAA850 act
COc1ccccc1-c1nnn(CC#N)n1	-5	-1	2	-1	2	1.0	-1.2	-0.1	0.3	-1.3	1.5
COC(C[C@H]1O[C@@H]1[C@@H](O)[C@H](C)OCc1ccccc1)OC	-2	0	0	0	2	-1.8	-0.1	1.0	0.1	-1.2	0.1
CSC[C@H](NC(=O)COc1cc2c(c3oc(=O)cc(C)c13)CCC(C)(C)O2)C(=O)O	i	2	1	0	1	1.6	-1.3	-0.3	0.2	-0.5	-1.4

This part in full (from the top)
SMILES	ADAM10 inh	GC-A act	HGIII-sPLA2 inh	SMARCA2 act	GC-B act	DAX1 inh-1	hcDAF12 agonist	hgDAF-12 ag	DAX1 inh-2	ssDAF12 agonist	FXN GAA850 act
COc1ccccc1-c1nnn(CC#N)n1	-5	-1	2	-1	2	1.0	-1.2	-0.1	0.3	-1.3	1.5
COC(C[C@H]1O[C@@H]1[C@@H](O)[C@H](C)OCc1ccccc1)OC	-2	0	0	0	2	-1.8	-0.1	1.0	0.1	-1.2	0.1
CSC[C@H](NC(=O)COc1cc2c(c3oc(=O)cc(C)c13)CCC(C)(C)O2)C(=O)O	i	2	1	0	1	1.6	-1.3	-0.3	0.2	-0.5	-1.4
O=C1[C@H](O)[C@@H](O)C(=O)N1Cc1ccccc1	-5	2	5	-1	-4	-1.1	0.7	1.0	-0.6	-1.2	2.1
COc1ccc(-c2nnn3c2C2c4cc(-c5cccc(F)c5)ccc4CCN2C(=O)C3)cc1 (configuration not stated)	-10	-4	3	-4	-11	nt	-1.3	-0.3	-0.3	-0.5	nt
CCOC(=O)N1CCC(Nc2c(NCCCN(CC)CC)c(=O)c2=O)CC1	-3	6	0	-2	5	0.6	0.9	-2.3	0.0	-0.7	-1.7
CCNC(=S)Nc1cc(OCC)c(NC(=O)c2ccco2)cc1OCC	-1	2	-2	0	0	0.2	0.1	3.8	-0.2	-1.0	1.0
CC(C)C[C@H]1CN=C(Nc2ccccc2)N1CCc1ccc(F)cc1	3	-6	5	2	-12	0.8	-1.6	4.1	-0.2	-1.1	0.4
O=C(O)Cn1ccnc1[N+](=O)[O-]	-3	3	6	-7	9	0.1	-2.3	-0.7	2.2	-1.6	1.4
Cc1cc(C)c(S(=O)(=O)N2CCC3(CC2)OCCN3S(=O)(=O)c2cccs2)c(C)c1	9	-3	-3	-2	-3	3.2	-1.9	-2.3	0.1	-0.6	-1.5
COc1ccc(NC(=O)c2c(C)nn(-c3ccccc3)c2Cl)cc1	-8	4	-5	7	3	5.1*	0.7	2.0	0.1	-1.0	0.5
COc1ccc(CNC(=O)CN2C(=O)CSc3ccc(S(=O)(=O)N4CCOCC4)cc32)c(OC)c1	2	-9	2	5	-8	-0.1	-0.4	2.3	-1.2	-0.6	-2.5
O=C(NC12CC3CC(CC(C3)C1)C2)c1cc(F)c(F)cc1Cl	3	3	-4	0	3	-0.8	0.5	0.1	0.1	-1.4	3.3
C/C(=N\OCC(=O)NC12CC3CC(CC(C3)C1)C2)c1cc2ccccc2o1	-5	4	-12	-3	-2	-0.6	-0.7	-0.1	-0.5	-0.8	2.2
O=C(O)C1C2C=CC(CC2)C1C(=O)O (configuration not stated)	-2	-1	2	0	-3	-0.2	0.1	2.1	-0.3	-0.9	1.5
CCOc1ccc(C(CN2CCOCC2)C(C)=O)cc1OC (configuration not stated)	1	-1	1	-12	0	nt	-0.5	0.1	0.5	-1.6	nt
CC1CN(S(=O)(=O)c2cc(C(=O)NCc3ccncc3)ccc2Cl)CC(C)O1 (configuration not stated)	-7	-1	4	3	2	0.5	0.1	-1.5	0.6	-1.1	-0.2
O=C(NNC(=O)c1cccc(O)c1)Nc1ccc([N+](=O)[O-])cc1	6	-1	-11	-4	-7	-0.6	-2.1	0.4	-0.3	-1.2	0.5
O=C(NC1CCCCC1)NC12CC3CC(CC(C3)C1)C2	-1	-3	-1	0	2	2.3	2.6	0.3	-0.4	-1.0	-1.5
O=C(NCCCN1CCOCC1)c1cccc(NC(=O)c2ccccc2)c1	2	0	3	-1	4	0.1	0.0	0.6	-0.1	-1.4	-0.6
COCCN(C(=S)Nc1ccccc1OC)C1CCN(C(C)C)CC1	1	1	1	-2	2	0.5	-0.1	-3.0	-0.4	-1.8	-0.5
COC(=O)NCC(c1ccco1)N1CCN(c2ccc(OC)cc2)CC1 (configuration not stated)	5	3	4	-6	0	2.0	0.7	1.1	0.2	-1.2	-0.8
COc1ccc(/C=N/NC(=O)CN(CCc2ccccc2)S(=O)(=O)c2ccc(NC(C)=O)cc2)cc1OC	0	8	-27	7	8	-1.8	-2.6	-0.1	-0.7	-2.0	6.0
CC(C)(Oc1ccc(C2CC2(Cl)Cl)cc1)C(=O)O (configuration not stated)	2	0	-2	1	1	-0.4	-1.7	-2.7	-0.6	-0.9	-2.0
OC(CNCc1ccc(Cl)cc1)COc1ccccc1 (configuration not stated)	0	-8	-5	-3	-8	-1.1	-1.9	-0.8	-0.2	-1.6	1.5
C#CCN(C[C@H]1[C@H](OC(=O)NCc2ccccc2)[C@H](OC(=O)NCc2ccccc2)C[C@H]2C(=O)N(c3ccccc3)C(=O)[C@@H]12)S(=O)(=O)c1ccc(C)cc1	9	2	-14	-3	4	0.5	-0.3	0.0	3.1	-1.6	-1.1
C=CCn1c(SCc2nc3scc(-c4ccccc4)c3c(=O)[nH]2)nnc1-c1ccccc1F	2	-7	-23	-6	-2	-0.8	-3.0	-1.1	-1.3	-1.9	-1.0
CCN1CCN(C(=O)c2ccc3nc(-c4ccccc4)c(-c4ccccc4)nc3c2)CC1	i	-21	-14	-1	-18	-0.4	2.8	-0.2	-0.4	-0.7	0.4
COc1ccccc1OCCNC(=O)C(CCSC)NS(=O)(=O)c1ccccc1F (configuration not stated)	-4	-2	-4	0	-5	-0.9	-0.3	0.8	-1.0	-1.1	0.2
Cc1cc2oc(=O)cc(CN3CCCCC3)c2cc1Cl	-9	9	3	-3	7	nt	-0.9	-0.3	-0.5	-1.4	nt
COc1cc(OC)cc(-c2c(C#Cc3ccsc3)c3cc(-c4ccc(N(C)C)nc4)ccc3n2C)c1	-27	5	11	-1	7	0.4	-0.5	1.1	-0.2	-0.6	0.7
CC1CCCC(NC(=O)CCNC(=O)c2ccc(Cl)cc2)C1C (configuration not stated)	0	2	-5	1	-2	-0.1	-1.2	1.6	0.3	-1.2	-0.9
CC1CN(Cc2nc3c(c(=O)n(C)c(=O)n3C)n2CC(=O)c2ccccc2)CC(C)O1 (configuration not stated)	-7	1	6	-2	6	1.6	-0.9	-0.1	0.5	-1.0	4.9
Cc1ccccc1S(=O)(=O)N(C)C[C@@H]1OCc2cnnn2CCCC(=O)N([C@H](C)CO)C[C@H]1C	-10	3	0	-2	2	-0.1	0.9	-1.6	-1.1	-0.1	-0.1
COc1cccc(C(=O)Nc2nc3c(c(=O)[nH]2)CCCC3)c1	-5	-5	2	0	-6	-1.2	-1.1	3.7	0.4	-1.3	0.8
CCOc1ccc(S(=O)(=O)N2CCC(C(=O)N3CCCCCC3)CC2)cc1Cl	2	-2	-15	-3	1	-0.1	-1.0	-4.0	-3.5	-1.7	0.4
C/C(=N/NC(=O)c1cccs1)c1cccs1	1	-2	19	2	-2	7.1*	6.9*	13*	1.8	0.4	5.8
Cc1ccc(-n2ncc3c2CC(C)(C)CC3NC(=O)CCc2c(C)noc2C)cc1 (configuration not stated)	-8	-1	-4	0	1	-0.2	-1.3	-2.9	-0.5	-1.7	-0.3
COc1ccc(OC)c(NS(=O)(=O)c2c(C(=O)N3CCCCCC3)c(C)n(C)c2C)c1	2	-4	-1	0	6	0.4	0.2	2.7	-0.7	-1.3	-1.0
CC1CCCCC12NC(=O)N(CC(=O)N(C)Cc1nc3ccccc3c(=O)[nH]1)C2=O (configuration not stated)	1	-3	-1	1	6	0.9	2.5	0.2	0.4	-0.8	4.2
COc1nc(C)ccc1-c1noc(-c2cccs2)n1	0	15	-1	7	2	nt	8.4*	14*	2.6	-0.1	3.8
COc1cccc(C(=O)NCCS(=O)(=O)N2CCCC(C)C2)c1 (configuration not stated)	-1	2	2	-4	3	0.8	-0.5	-2.9	0.2	-0.4	0.4
COc1ccc(S(=O)(=O)Nc2ccccc2C(=O)N2CCOCC2)cc1F	-4	-1	0	-2	8	1.1	-0.4	-0.2	0.2	-0.8	1.5
COC(=O)Cn1c(=O)sc2ccccc21	11	-2	0	-3	7	1.4	-0.3	2.8	0.1	-0.8	1.5
CC(C)C(OC(=O)C1=Cc2ccccc2OC1)C(=O)NCC1CCCO1 (configuration not stated)	-16	-8	2	1	-10	0.9	4.4	15*	5.0*	0.1	4.9
CCN1C(=O)c2ccccc2S(=O)c2ccc(C(=O)NC3CC3)cc21 (configuration not stated)	-7	2	0	0	5	-0.2	-0.1	-0.7	1.0	-1.3	3.7
CN(C)S(=O)(=O)c1cccc(C(=O)N/N=C\c2ccnc3ccccc23)c1	-23	-1	0	-8	-8	nt	-3.1	-1.6	0.0	-0.1	nt
O=C(Nc1cccc(NC(=O)c2cccnc2)c1)c1ccccc1	-5	2	0	1	1	0.3	0.9	-0.8	-1.3	-0.3	1.2
CCC(C)(C)n1nnnc1C(c1cccnc1)N1CCCc2ccccc21 (configuration not stated)	-6	-9	-5	0	-5	0.7	-1.3	0.8	-0.7	-1.4	2.5
O=C(OC1CCOC1=O)c1cc(S(=O)(=O)N2CCOCC2)c(Cl)cc1Cl (configuration not stated)	-6	1	5	0	4	-0.5	1.5	1.8	-0.7	-1.1	2.4
OCC1OC(n2cnc3c(SCc4ccccc4)nc(F)nc32)C(O)C1O (configuration not stated)	-12	0	-8	2	-2	-1.7	1.1	1.5	-0.5	-1.1	1.1
O=C(NC1CC1)c1ccc2c(c1)ncn2C1CCCC1	-1	1	0	1	0	0.8	-0.3	5.1	0.3	-0.7	4.0
O=C(CCc1c[nH]c2ccccc12)OCc1cccc([N+](=O)[O-])c1	14	-4	-98	-3	-2	1.0	-1.2	0.2	-0.2	-0.7	-0.9
CNc1ccc(/C=C2\CSc3ccccc3C2=O)cc1[N+](=O)[O-]	1	-2	0	-1	-1	-0.4	0.6	1.8	0.0	-1.0	5.3
COc1ccc(-c2nnn(CC(=O)NC3CCCc4ccccc43)n2)cc1OC (configuration not stated)	-8	-2	2	-2	1	0.9	-2.3	0.5	0.5	-1.3	-0.8
O=C(NCc1ccco1)C1CCCN(S(=O)(=O)c2cccc3nsnc23)C1 (configuration not stated)	-2	-1	-1	-1	1	1.2	-0.5	-0.9	0.0	-1.2	0.8
